Source: PubChem BioAssay (several laboratories)
KOR beta-arrestin-1: KOR agonists, beta-arrestin recruitment, primary screen, cell-based, luminescence, uHTS (AID 1777); 280,000 tested, 0.02% active; KOR beta-arrestin recruitment, luminescence; higher % means a stronger effect; one-dose activation, % at 10 µM; EC50 in µM for titrated hits; in the data active = activation above about 50%, passing the limit was not always enough; also: a part of the inactive calls stands beside numbers as strong as those of hits
NOD1 NF-kB reporter: NOD1 signaling inhibitors, primary screen, cell-based, luminescence, uHTS (AID 1578); 290,000 tested, 1% active; inhibition, % at 4 µM; hits with a dose series show EC50 in µM; NOD1-driven NF-kB luciferase reporter cells, luminescence; higher % means a stronger effect; in the data active = inhibition mostly above about 36%, no sharp cut-off; inactive = mostly below about 34%;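 also: HEK-293T reporter cells stimulated with the NOD1 agonist gamma-tri-DAP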
KOR beta-arrestin-2: kappa opioid receptor blockers – cell-based, luminescence, uHTS (AID 1778); KOR beta-arrestin recruitment, luminescence, antagonist mode; higher % means a stronger effect; one-dose inhibition, % at 10 µM; IC50 in µM for titrated hits; 290,000 tested, 0.091% active; also: strong numbers were not always called active
HEK293 NOD2/NF-kB: NOD2 signaling inhibitors, cell-based, luminescence, uHTS, HEK293 (AID 1566); HEK293 NOD2/NF-kB luciferase reporter, luminescence; higher % means a stronger effect; 290,000 tested, 0.63% active; one-dose inhibition, % at 4 µM; EC50 in µM for titrated hits; also: many of its hits are not listed in these tables
GPR55 activation: GPR55 agonists via beta-arrestin recruitment, primary screen, imaging, U2OS cells, beta-arrestin-GFP redistribution (AID 1961). U2OS GPR55 beta-arrestin-GFP redistribution imaging; higher % means a stronger effect. one-dose activation, % at 10 µM; EC50 in µM for titrated hits. 290,000 tested, 0.048% active;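 active = activation above 40% with more than 50 cells counted in the well; inconclusive = wells holding fewer than 50 cells, flagged as toxic or sparse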;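 also: U2OS osteosarcoma cells stably expressing GPR55 and beta-arrestin-GFP; plate controls were DMSO negative control for no effect and LPI positive control for full effect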
P. falciparum M1AAP: P. falciparum M1AAP inhibitors, biochemical, fluorogenic H-Leu-NHMec substrate, 1536-well (AID 1445). 220,000 tested, 0.42% active. inhibition, % at 30 µM; hits with a dose series show IC50 in µM. recombinant M1AAP, H-Leu-NHMec fluorogenic kinetic assay; higher % means a stronger effect;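 active = primary inhibition above the hit cutoff, then over 50% inhibition at one or more dose response concentrations, cut at about 23% in these data, passing the limit was not always enough; inconclusive = conflicting primary data, or primary hits not chosen for dose response; inactive = low primary inhibition, or under 50% at every dose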;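 also: plate controls were DMSO full reaction for no effect and no enzyme background for full effect; strong numbers were not always called active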
AID2073: inhibitors of Mint1-CaV2.2 protein interaction, biochemical, HTRF (AID 2073); HTRF protein-protein interaction, Mint1-CaV2.2; higher % means a stronger effect; inhibition, % at 20 µM, or IC50 in µM where a hit was titrated; 290,000 tested, 0.19% active; in the data active = inhibition mostly above about 51%, no sharp cut-off; inconclusive = no clear call, values can overlap the other calls; inactive = mostly below about 53%; also: some results filed as inactive read as strong as hits
Dynein cargo inh: dynein cargo transport inhibition | 220,000 tested, 0.47% active | z-score, hits read low | AID 1381 | 3617.4 mouse cells, GR-EGFP nuclear translocation imaging; test concentration mostly 20 µM; stimulated with dexamethasone, 1 µM; active compounds read low;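 active = plate z-score of nuclear minus cytoplasmic receptor signal below a set negative limit, without overly bright fluorescence or cell loss, cut at about -3.5 in these data, passing the limit was not always enough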;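 also: z-score of nuclear minus cytoplasmic ring GR-EGFP intensity difference per well; some compounds called inactive have numbers as strong as hits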
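Buffer or medium: tet-free, stripped-serum medium; reagent: dexamethasone at 1.0 µM final, 30 min; incubation: 48 h induction, 1 h compound, 30 min dex at 37 °C; measured by: formaldehyde fixation, Hoechst nuclear stain, 10x automated fluorescence imaging; read-out: nuclear-to-cytoplasmic GR-EGFP distribution per well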
M17LAP inhibition: P. falciparum M17LAP inhibitors, primary screen, biochemical, fluorogenic H-Leu-NHMec substrate, 1536-well (AID 1619); recombinant M17LAP, H-Leu-NHMec fluorogenic kinetic assay; higher % means a stronger effect; inhibition, % at 30 µM, or IC50 in µM where a hit was titrated; 220,000 tested, 0.38% active;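 active = compound inhibiting the enzyme by more than half at any dose during confirmatory dose-response retesting; inconclusive = strong single-dose inhibitors picked by rank but not retested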;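 also: plate controls were full reaction with DMSO carrier for no effect and no enzyme background for full effect; strong numbers were not always called active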
Dynein cargo inh cytoplasmic EGFP: recorded beside Dynein cargo inh, whose call it bears; z-score; measured here: cytoplasmic GR-EGFP intensity; active compounds read high
Dynein cargo inh nuclear GR-EGFP: recorded beside Dynein cargo inh, whose call it bears; z-score; measured here: nuclear GR-EGFP intensity;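 lower value marks the stronger effect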
Dynein cargo inh cell count: also measured in Dynein cargo inh; calls as there; z-score; measured here: cell count per field
Starred values were filed as active, the others as inactive; ? = inconclusive; / = not tested or not shown; [ ] = remark or other dose. Rule as the data show it, unless noted: active = inhibition above about 50%; inactive = the rest. A portion of the library; rates above refer to the full screens.

| canonical_smiles | HEK293 NOD2/NF-kB | NOD1 NF-kB reporter | KOR beta-arrestin-2 | AID2073 | Dynein cargo inh | Dynein cargo inh cytoplasmic EGFP | KOR beta-arrestin-1 | Dynein cargo inh cell count | M17LAP inhibition | Dynein cargo inh nuclear GR-EGFP | P. falciparum M1AAP | GPR55 activation |
| --- | --- | --- | --- | --- | --- | --- | --- | --- | --- | --- | --- | --- |
| CC(=O)Nc1ccc(NC(=O)c2ccccc2Nc2ccccc2)cc1 | 4.9% | -7.5% | -31.4% | 32.2% | / | / | -5.0% | / | / | / | / | 0.5% |
| CCOCCCNC(=O)c1ccc(OC2CCN(C(C)=O)CC2)c(OC)c1 | 1.5% | -5.3% | -9.6% | 6.9% | / | / | 2.2% | / | / | / | / | -0.1% |
| O=C(NCc1ccco1)C(=O)NCC1OCCCN1S(=O)(=O)c1ccccc1 (centres undefined) | 12.3% | 4.8% | -0.3% | -2.8% | -0.908 | -0.32 | 9.7% | 0.671 | 13.7% | -0.766 | 7.2% | 0.3% |
| COc1ccc(NC(=O)C2Cc3ccccc3CN2C(=O)c2ccco2)cc1 (centres undefined) | -16.2% | 12.4% | -0.2% | 11.4% | / | / | 5.1% | / | / | / | / | 0.5% |
| COc1ccc(-c2cc(C(F)F)n3ncc(C(=O)N4CCSCC4)c3n2)cc1 | 7.4% | -24.9% | 15.6% | 19.4% | 2.32 | -0.181 | -4.6% | -2.78 | -31.2% | 2.2 | 7.8% | 3.9% |
| O=C(Nc1nccs1)C1CCCN1S(=O)(=O)c1cccc2cccnc12 (centres undefined) | 0.0% | -7.0% | 14.1% | 12.1% | -0.7 | 0.198 | -4.5% | 0.639 | -5.3% | -0.209 | 9.2% | -0.1% |
| O=C1Nc2ccccc2N(O)N1c1cc(-c2ccccc2Cl)no1 | 12.8% | 0.9% | 14.6% | -2.2% | 0.0363 | -0.316 | -7.7% | 0.857 | 3.2% | -0.111 | -3.1% | -0.2% |
| O=C(Nc1c2c(nn1-c1ccccc1)CS(=O)C2)c1ccc(S(=O)(=O)N2CCOCC2)cc1 (centres undefined) | 11.2% | -31.6% | -32.4% | 0.1% | 2.22 | 0.0188 | 4.4% | -2.19 | -4.5% | 1.78 | -1.7% | 0.2% |
| CCCn1c(NCc2cccs2)nc2ccccc21 | 10.4% | -13.6% | 3.6% | 8.3% | -0.458 | -0.176 | 0.5% | -0.051 | 8.8% | 0.0779 | 1.3% | -0.3% |
| Cc1ccc(NC(=O)CN2CCN(Cc3ccccc3)CC2)c(Br)c1 | -16.9% | -5.7% | -8.1%[20 µM] | 2.9% | / | / | / | / | / | / | / | -0.1% |
| COc1ccc(Br)cc1C(=O)Nc1ccccc1N1CCN(C(=O)c2ccccc2)CC1 | 4.4% | -15.6% | -64.6%[20 µM] | 30.2% | -0.892 | -0.261 | 1.0% | 1.25 | -2.7% | -0.344 | 0.3% | -0.1% |
| CCOc1ccc(S(=O)(=O)NCc2ccccn2)c(C)c1C | -1.7% | 50.2% | -38.8%[20 µM] | 9.8% | / | / | 2.2% | / | / | / | / | -0.3% |
| Cc1cccc2c1CC(C)(C)N=C2C1=C(O)CCCC1=O | -5.7% | -19.9% | -16.7% | 9.0% | 0.0339 | -0.213 | 6.6% | 0.705 | 11.3% | -0.173 | -4.2% | 0.0% |
| O=C(Nc1cccc([N+](=O)[O-])c1)N1CCN(c2ccccc2)CC1 | -8.8% | 20.7% | 5.7% | -21.8% | -1.23 | -0.327 | 2.9% | 0.914 | -2.1% | -0.307 | 1.8% | 0.1% |
| Cn1c(CNC(=O)C2CCCCC2)cc2cc(Cl)ccc21 | 9.7% | -27.6% | 4.2% | 5.6% | / | / | -2.5% | / | / | / | / | -0.1% |
| Cc1ccc(CNc2nc3c([nH]2)c(=O)n(C)c(=O)n3C)cc1 | 12.8% | 6.7% | 6.1% | -4.5% | 0.108 | -0.363 | 6.9% | 0.0873 | 16.9% | 0.0665 | 3.6% | -0.2% |
| CC(C)CN(Cc1cc(=O)oc2cc3c(cc12)CCCC3)CC(C)C | 5.2% | -2.4% | -0.2% | -5.5% | 0.0442 | -0.287 | 1.4% | 0.273 | 0.2% | -0.201 | 3.7% | 0.0% |
| Cc1cccc(/C=N/NC(=O)c2cccc(Cl)c2)n1 | -68.7% | 26.7% | 35.6% | 19.0% | / | / | -3.4% | / | / | / | / | 0.4% |
| Cc1onc(-c2c(F)cccc2Cl)c1C(=O)NC1CCCCCC1 | 4.0% | -3.8% | 31.9% | -2.8% | / | / | -2.5% | / | / | / | / | 1.6% |
| Cc1ccc(S(=O)(=O)C(C)C(=O)NCCS(=O)(=O)c2ccc(Cl)cc2)cc1 (centres undefined) | 21.8% | -9.6% | 8.4% | -16.3% | 1.09 | -0.223 | -3.5% | -0.89 | -0.8% | 0.368 | 0.6% | 0.5% |
| COC(=O)/C(=C/c1ccco1)NC(=O)c1ccco1 | 10.7% | 7.8% | 2.7% | 4.3% | 1.85 | -0.202 | 7.7% | -0.964 | 17.9% | 0.535 | 12.9% | 0.1% |
| Cc1ccccc1-c1nc(CS(=O)(=O)CC(=O)N2CCc3ccccc3C2)c(C)o1 | 4.9% | -14.9% | 14.2% | -0.6% | 1.37 | 0.248 | -0.1% | -1.6 | -2.8% | 1.26 | 15.0% | -0.3% |
| CCN(Cc1nc(-c2ccccc2)no1)C(=O)c1ccc2c(c1)OCO2 | 3.9% | 13.5% | -23.7% | 4.5% | / | / | 1.5% | / | / | / | / | 0.2% |
| O=C(N/C(=C/c1cccnc1)C(=O)N1CCOCC1)c1ccccc1Br | 17.0% | -10.2% | 37.0% | 7.9% | 0.235 | -0.277 | -4.7% | -0.325 | -6.2% | 0.396 | -4.9% | -0.2% |
| Cc1ccc(C(NC(=O)/C=C\c2ccc3c(c2)OCO3)C(=O)Nc2ccc3c(c2)OCO3)cc1 (centres undefined) | -24.3% | 1.2% | -20.6% | 22.1% | 0.0565 | 0.279 | -2.5% | 0.0889 | 4.8% | 0.222 | 0.5% | -0.2% |
| CC(C)(C)OC(=O)NCCCCCNC(=O)c1[nH]cnc1C(=O)N[C@@H](Cc1ccccc1)C(=O)OCc1ccccc1 | 5.3% | -9.9% | 8.1% | 13.9% | -0.443 | -0.305 | -1.8% | 0.482 | 4.2% | 0.0389 | -15.6% | 0.5% |
| CSc1nc(C)cc(SCC(=O)Nc2ccccc2)n1 | 16.6% | 22.3% | -34.5% | -0.7% | 1.39 | 0.0528 | 2.7% | -0.324 | 0.9% | 0.882 | -6.3% | 0.3% |
| CCSc1nnc(NC(=O)c2csc(C)c2)s1 | -61.0% | -28.2% | 34.3% | 7.0% | -0.668 | -0.258 | -5.9% | 0.0253 | -2.1% | -0.357 | 2.6% | -0.1% |
| O=C(CSc1nccn1-c1ccc(Cl)cc1)NCc1ccc2c(c1)OCO2 | -17.7% | -8.2% | 22.5% | -1.5% | -1 | -0.165 | 8.8% | 0.26 | -5.7% | -0.459 | 8.7% | -0.1% |
| NNC(=O)c1cc2c(N3CCC(Cc4ccccc4)CC3)ncnc2s1 | 15.5% | 26.1% | -5.0% | 20.6% | -0.296 | 0.0563 | -1.0% | 0.686 | -9.3% | -0.0406 | -1.9% | 0.1% |
| Cc1cccc(NC(=S)NC2CCN(Cc3ccccc3)CC2)c1C | 2.1% | -17.9% | 22.9% | -2.9% | 0.713 | -0.208 | 1.6% | -0.158 | 7.5% | 0.154 | 3.7% | 0.5% |
| COCCn1c(SCC(=O)NC2CC2)nnc1-c1ccco1 | 17.2% | 2.9% | -13.2% | -0.2% | / | / | -3.9% | / | / | / | / | 0.3% |
| COc1ccc(CN2CCNC(=O)C2CC(=O)N(C)Cc2ccno2)c(F)c1 (centres undefined) | -8.5% | -28.6% | -5.5% | 5.0% | / | / | -0.6% | / | / | / | / | -0.1% |
| O=C(c1ccccc1Br)N(Cc1ccccc1)c1ccccc1 | -8.4% | 36.1% | -27.4% | -4.7% | / | / | 1.0% | / | / | / | / | -0.2% |
| O=C(Nc1ccc(-c2csc(Nc3ccccc3)n2)cc1)c1cccc(C(F)(F)F)c1 | -2.1% | -11.3% | -25.8% | 13.8% | 0.0352 | -0.77 | -1.1% | -0.49 | -5.9% | 0.0477 | 4.2% | -0.1% |
| COc1cccc(C(=O)N2CCN(Cc3cccc(F)c3)CC2)c1 | 2.3% | 13.3% | -26.5% | -3.4% | -0.659 | -0.27 | -6.4% | -0.0369 | 12.3% | -0.135 | 2.3% | -0.1% |
| O=C(O)c1ccc(/C=N/NC(=S)NCc2ccccc2)cc1 | 13.2% | -5.4% | -2.7% | 6.9% | -1.03 | -0.26 | 0.1% | 1.18 | 15.6% | -0.159 | 6.5% | 0.2% |
| COc1ccc(-c2onc3ccc(Br)cc23)cc1 | 4.6% | -2.1% | 5.4% | 25.5% | -0.751 | -0.0647 | 4.0% | 0.0169 | -2.2% | -0.181 | 1.7% | 0.9% |
| Nc1cc(-c2ccc(Br)cc2)[nH]n1 | -3.3% | 14.5% | -11.1% | 3.1% | 0.175 | 0.034 | 3.0% | -0.0688 | 12.9% | 0.651 | 10.7% | -0.1% |
| CN(C)S(=O)(=O)c1ccc2c(c1)nc(CCC(=O)Nc1ccc3c(c1)OCO3)n2C | 7.6% | -4.9% | -32.7% | 6.8% | -0.778 | 0.0827 | 2.2% | 0.707 | 2.4% | -0.5 | 6.1% | -0.2% |
| CCN(CC)C(=O)CN(c1ccc(C)cc1)S(=O)(=O)c1ccc(SC)cc1 | 17.0% | 5.9% | 10.1% | ? | 0.00493 | -0.225 | 0.3% | -0.226 | -10.3% | -0.642 | 5.2% | -0.1% |

Only M17LAP inhibition and KOR beta-arrestin-2 (four entries from above):
mol,M17LAP inhibition,KOR beta-arrestin-2
O=C(O)c1ccc(/C=N/NC(=S)NCc2ccccc2)cc1,15.6%,-2.7%
COc1ccc(-c2onc3ccc(Br)cc23)cc1,-2.2%,5.4%
Nc1cc(-c2ccc(Br)cc2)[nH]n1,12.9%,-11.1%
CN(C)S(=O)(=O)c1ccc2c(c1)nc(CCC(=O)Nc1ccc3c(c1)OCO3)n2C,2.4%,-32.7%
